Screening results: PubChem BioAssay, several laboratories
Yfh1-off respiration = enhancers of respiration in Yfh1-depleted yeast, dose response, Friedreich's ataxia, plus single-dose screen (AID 1465). fold induction at 50 µM; hits with a dose series show EC50 in µM. 220,000 compounds, 0.074% hits. S. cerevisiae Yfh1-off respiration, WST-1 reduction, 72 h; higher fold induction means a stronger effect;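 active means fold induction of absorbance versus untreated yeast above a set limit, then at least 30% activation at any dose in follow-up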;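 further: activators that raise dye reduction in frataxin-depleted yeast; strong numbers were not always called active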
Insulin prom up = insulin promoter activators in MIN6 cells, imaging, high-content screening, mouse beta cells; MIN6 insulin promoter-GFP reporter; hits give high values; z-score at 5 µM; 190,000 compounds, 0.3% hits; AID 1625, 2009;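 active means z-score above 3 at 5 µM with at least 500 cells counted in the well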
NOD1 NF-kB reporter = NOD1 signaling inhibitors, primary screen, cell-based, luminescence, uHTS (AID 1578) | 290,000 compounds, 1% hits | NOD1-driven NF-kB luciferase reporter cells, luminescence; higher % means a stronger effect | inhibition, % at 4 µM, or EC50 in µM where a hit was titrated; in the data active means inhibition mostly above about 36%, no sharp cut-off; inactive means mostly below about 34%;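 further: HEK-293T reporter cells stimulated with the NOD1 agonist gamma-tri-DAP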
HEK293 NOD2/NF-kB = NOD2 signaling inhibitors, cell-based, luminescence, uHTS, HEK293 (AID 1566); HEK293 NOD2/NF-kB luciferase reporter, luminescence; higher % means a stronger effect; inhibition, % at 4 µM; hits with a dose series show EC50 in µM; 290,000 compounds, 0.63% hits; in the data active means inhibition above about 50%; further: many of its hits are not listed in these tables
Autophagy mod = autophagy modulators in MEF cells, primary screen, imaging, high-content, MEF GFP-LC3. MEF GFP-LC3 puncta imaging; test concentration mostly 10 µM. calls only at 10 µM (by protocol). 190,000 compounds, 0.98% hits;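 active means percentage of spot-positive cells more than 3 SD above its plate mean, without a fluorescence outlier flag or 80% toxicity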;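 further: spot-positive cell cutoff set from DMSO-treated cells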
MT stabilize HCS = microtubule stabilizers in HeLa cells, primary screen, imaging, high-content imaging; HeLa tubulin immunostaining HCS, 24 h; share of cells brighter than vehicle mean+2SD; % tubulin-high responders, % at 10 µM; 200,000 compounds, 0.83% hits; AID 2205, 2009;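 active means plate Z-score above 3 for both tubulin-high and condensed-nucleus cell shares, with cell loss under 80%, at 10 µM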;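 further: anti alpha tubulin signal scored within the nucleus-defined area of each cell; some results filed as inactive read as strong as hits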
bCat nuc transl = modulators of beta-catenin nuclear translocation, primary screen, imaging, HeLa cells, immunofluorescence, high-content; 190,000 compounds, 0.3% hits; AID 1665, 2009; nuclear translocation activity, % at 5 µM;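 active means nuclear translocation activity above 50% at 5 µM, with a well cell count of 50 or more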;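 further: per-cell ratio of nuclear to cytoplasmic median beta-catenin stain intensity; plate controls were DMSO negative control for no effect and GSK-3 inhibitor IX positive control for full effect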
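Technique: fluorescence imaging of beta-catenin antibody stain plus DAPI / Material: human HeLa cell line / Incubation: compound treatment 24 h, 37°C, 5% CO2 / Read-out basis: % activation of per-cell nuclear versus cytoplasmic median beta-catenin signal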
Dynein transport = inhibitors of GR-EGFP nuclear translocation, primary screen, dynein cargo transport inhibitor project, imaging, high-content, 3617.4 mouse cells | AID 1381, 2008 | z-score, hits read low | 220,000 compounds, 0.47% hits | test concentration mostly 20 µM; stimulated with dexamethasone, 1 µM; hits give low values;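 active means plate z-score of nuclear minus cytoplasmic receptor signal below a set negative limit, without overly bright fluorescence or cell loss, cut at about -3.5 in these data, passing the limit was not always enough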;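 further: z-score of nuclear minus cytoplasmic ring GR-EGFP intensity difference per well; some compounds called inactive have numbers as strong as hits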
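Buffer or medium: tet-free, stripped-serum medium; Also added: dexamethasone, 1.0 µM final; Technique: high-content fluorescence imaging after fixation; Times: 48 h induction, 1 h compound, 30 min dex at 37 °C; Read-out: per-cell GR-EGFP intensity, nucleus versus surrounding cytoplasmic ring, well-averaged.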
M17LAP inhibition = P. falciparum M17LAP inhibitors, primary screen, biochemical, fluorogenic H-Leu-NHMec substrate, 1536-well (AID 1619) | Leucine aminopeptidase (Plasmodium falciparum (isolate 3D7)) | recombinant M17LAP, H-Leu-NHMec fluorogenic kinetic assay; higher % means a stronger effect | inhibition, % at 30 µM, or IC50 in µM where a hit was titrated | 220,000 compounds, 0.38% hits;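 active means compound inhibiting the enzyme by more than half at any dose during confirmatory dose-response retesting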;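 further: plate controls were full reaction with DMSO carrier for no effect and no enzyme background for full effect; strong numbers were not always called active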
Dynein transport cytoplasmic EGFP = second read-out of Dynein transport, no call of its own (marks repeat the call); z-score; measured here: cytoplasmic GR-EGFP intensity; hits give high values
Dynein transport nuclear GR-EGFP = further read-out of Dynein transport, marked with its call; z-score; measured here: nuclear GR-EGFP intensity;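 lower value marks the stronger effect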
Dynein transport cell count = recorded beside Dynein transport, whose call it bears; z-score; measured here: cell count per field
Insulin prom up cell count = also measured in Insulin prom up; calls as there; cell count; measured here: cytotoxicity, nuclei count;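 total cells summed across four imaged fields per well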
bCat nuc transl cell count 5 µM = further read-out of bCat nuc transl, marked with its call; cell count; measured here: cell count, cytotoxicity flag
MT stabilize HCS Hoechst-high % = further read-out of MT stabilize HCS, marked with its call; % Hoechst-high responders; measured here: nuclear condensation Hoechst responders;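 share of cells brighter than vehicle mean plus two SD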
MT stabilize HCS cytotoxicity % = second read-out of MT stabilize HCS, no call of its own (marks repeat the call); toxicity, %; measured here: cytotoxicity by cell density;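 0% = mean cell density of plate MIN control wells and 100% = no cells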
Autophagy mod cell loss 18 h = further read-out of Autophagy mod, marked with its call; toxicity, %; measured here: cell loss, nuclei count;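 cell loss after 18 h compound exposure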
Active calls of the source: *; i = inactive; x = no result given. An excerpt. The share of hits here may be higher or lower than overall.

1: O=C(CNC(=O)C(c1ccccc1)c1ccccc1)N/N=C\c1cccc(O)c1
2: COc1ccccc1C(=O)Nc1ccc(S(=O)(=O)Nc2cc(C)nc(C)n2)cc1
3: O=C(NCCc1ccccc1)c1cc(-c2ccco2)on1
4: CC1CC1C(=O)OCC(=O)Nc1cccc(S(=O)(=O)NC2=NCCCCC2)c1 (stereo not given)
5: CC(C)SCc1cc(N2CCCC2)nc(-c2ccccc2)n1
6: COc1ccccc1CN=Cc1[nH]c2ccc(Br)c(Cl)c2c1O
7: CC1=NNC(=O)/C1=C\c1cn(-c2ccccc2)nc1-c1ccccc1
8: Oc1cccc(/C=N/Nc2cc(N3CCCC3)nc(N3CCCC3)n2)c1

Compound	1	2	3	4	5	6	7	8
Yfh1-off respiration	i	i	i	i	i	i	i	i
Insulin prom up	0.02	x	x	0.23	-1	x	1.2	-0.33
Insulin prom up cell count	1054	x	x	997	1141	x	1156	1153
NOD1 NF-kB reporter	-1%	-21%	-26%	13%	0%	-17%	65%*	-11%
HEK293 NOD2/NF-kB	-5%	5%	12%	-6%	-4%	20%	-200%	-22%
Autophagy mod	x	i	i	x	i	i	i	i
Autophagy mod cell loss 18 h	x	-7	-9	x	-1	2	9	7
MT stabilize HCS	x	1.2	7.2	x	2.4	1.5	59	2.8
MT stabilize HCS Hoechst-high %	x	1.5	2.4	x	1.2	1.4	7.9	1.0
MT stabilize HCS cytotoxicity %	x	5.9	4.2	x	2.8	2.1	81	7.4
bCat nuc transl	-1.3	-5.6	0.8	-1.3	-0.7	-13	0.8	-3.0
bCat nuc transl cell count 5 µM	1266	1210	1140	1264	1056	1060	1361	1165
Dynein transport	0.021	1.4	-0.89	0.028	-0.31	-1.2	-3.9*	-0.065
Dynein transport cytoplasmic EGFP	-0.25	0.64	0.97	-0.24	-0.31	1.4	1.4*	-0.17
Dynein transport nuclear GR-EGFP	-0.4	1.3	0.03	0.11	0.18	-0.48	-1.4*	0.073
Dynein transport cell count	0.68	-0.099	0.69	0.012	0.17	0.57	0.47*	0.16
M17LAP inhibition	-4%	13%	2%	7%	1%	3%	-8%	23%

9: CCCC(=O)NC(c1ccc(OCC)cc1)c1ccc(OC)c(OC)c1 (stereo not given)
10: CCOc1cc(/C=N/NC(=O)C(=O)NCC2CCCO2)ccc1OCC(=O)N1CCOCC1 (stereo not given)
11: CC1OC(Oc2c(-c3cc(O)c(O)c(O)c3)oc3cc(O)cc(O)c3c2=O)C(O)C(O)C1O (stereo not given)
12: COc1ccc(OC)c(/C=C/C(=O)Nc2ccc3c(c2)CCC3)c1
13: O=C(CSc1cn(CCNC(=O)c2cccs2)c2ccccc12)NCC1CCCO1 (stereo not given)
14: CCC1CCCCN1C(=O)CSc1nnc(-c2c[nH]c3ccccc23)o1 (stereo not given)
15: CC(OC(=O)c1cccs1)C(=O)NCc1ccccc1 (stereo not given)
16: CCOC(=O)CNC(=O)/C=C/c1ccc2c(c1)OCO2

Compound	9	10	11	12	13	14	15	16
Yfh1-off respiration	i	i	i	i	i	i	i	i
Insulin prom up	-0.16	-0.01	x	-1.2	0.93	0.88	x	-0.21
Insulin prom up cell count	1085	1019	x	1450	1795	1019	x	1428
NOD1 NF-kB reporter	-9%	-11%	-9%	-3%	9%	2%	-15%	-30%
HEK293 NOD2/NF-kB	-11%	-7%	-18%	20%	8%	1%	0%	-32%
Autophagy mod	x	x	x	i	i	i	i	i
Autophagy mod cell loss 18 h	x	x	x	5	18	11	5	5
MT stabilize HCS	x	x	x	2.9	2.6	6.5	4.8	9.4
MT stabilize HCS Hoechst-high %	x	x	x	1.8	2.9	2.6	2.3	2.3
MT stabilize HCS cytotoxicity %	x	x	x	11	5.9	6.7	9.6	13
bCat nuc transl	1.3	0.2	-1.8	-0.3	-2.0	-0.1	-4.8	0.1
bCat nuc transl cell count 5 µM	1307	1327	1074	1161	1033	1221	984	992
Dynein transport	1.4	0.69	-1.4	-0.92	-0.96	-0.038	-0.58	-0.27
Dynein transport cytoplasmic EGFP	-0.18	-0.73	-0.28	-0.2	-0.15	-0.19	0.66	-0.3
Dynein transport nuclear GR-EGFP	0.51	0.039	-0.72	-0.68	-0.4	0.17	-0.23	-0.11
Dynein transport cell count	-1.7	-1.1	1.6	0.12	-0.024	0.18	0.14	-0.13
M17LAP inhibition	11%	-18%	28%	-5%	-7%	10%	3%	0%

17: Cc1ccc2cc3c(nc2c1)N(Cc1ccco1)CC3
18: O=[N+]([O-])c1ccc(/C=N/n2c(-c3cccnc3)n[nH]c2=S)cc1
19: O=c1c(Cl)c(NCc2ccccc2Cl)cnn1C12CC3CC(CC(C3)C1)C2
20: CC(c1nc2ccccc2c(=O)[nH]1)N1CCOCC1 (stereo not given)
21: COCCn1c(SCC#N)nnc1-c1ccccc1
22: N=c1sccn1CC(=O)Nc1ccccc1-c1ccccc1
23: CCOCCCNC(=O)c1cn(C)c(=O)c2cc(OC)c(OC)cc12
24: CCOC(=O)CNC(=O)CSc1nc(N)cc(N)n1

Compound	17	18	19	20	21	22	23	24
Yfh1-off respiration	i	i	i	i	i	i	i	i
Insulin prom up	0.26	1.2	0.75	x	2.2	0.07	0.19	-0.63
Insulin prom up cell count	1125	1545	1581	x	1155	1571	1977	1302
NOD1 NF-kB reporter	-18%	-4%	-22%	-12%	8%	0%	-7%	-12%
HEK293 NOD2/NF-kB	-2%	-9%	7%	9%	5%	13%	7%	12%
Autophagy mod	i	i	i	i	i	i	i	i
Autophagy mod cell loss 18 h	7	11	2	12	10	16	2	0
MT stabilize HCS	10	3.2	3.1	1.9	3.2	2.6	3.2	2.0
MT stabilize HCS Hoechst-high %	6.7	2.5	4.7	1.4	2.3	3.0	4.6	2.3
MT stabilize HCS cytotoxicity %	98	6.8	5.6	9.0	2.7	11	1.5	7.9
bCat nuc transl	x	-1.0	-1.1	0.6	-4.8	-0.6	-0.9	x
bCat nuc transl cell count 5 µM	x	1038	989	1521	801	1011	1092	x
Dynein transport	-0.98	0.19	-0.46	-0.34	0.55	0.52	-0.2	-0.27
Dynein transport cytoplasmic EGFP	-0.24	-0.26	-0.21	-0.28	-0.19	-0.19	-0.16	-0.23
Dynein transport nuclear GR-EGFP	-0.39	-0.036	0.62	-0.04	0.58	0.64	0.15	0.14
Dynein transport cell count	-0.21	0.2	0.43	0.51	0.3	0.19	0.77	0.18
M17LAP inhibition	-13%	2%	-10%	8%	6%	3%	-13%	-12%

25: O=C(O)COc1ccccc1C1C2C(=O)N(c3ccc(F)cc3)C(=O)C2ON1c1ccccc1 (stereo not given)
26: Cc1c(Cl)cccc1NC(=S)NCCc1ccc(C(F)(F)F)cc1
27: CCOc1ccc(Br)cc1S(=O)(=O)N1CC(C)OC(C)C1 (stereo not given)
28: O=C(Cn1cnc2c(oc3ccccc32)c1=O)c1ccccc1
29: CC(=O)Nc1cccc(Oc2ccc3c(c2)C(=O)N(CCC(=O)O)C3=O)c1
30: Cc1cccc(Cl)c1NC(=O)N1CCCN(c2ncccc2[N+](=O)[O-])CC1
31: Cc1ccc(S(=O)(=O)N2CCOCC2)cc1NC(=O)COC(=O)CNC(=O)c1ccccc1
32: COc1cc(NC(=O)CS(=O)(=O)c2ccccc2)cc(OC)c1OC

Compound	25	26	27	28	29	30	31	32
Yfh1-off respiration	i	i	i	i	i	i	i	i
Insulin prom up	0.43	-0.43	x	0.45	1.4	0.11	0.98	-0.49
Insulin prom up cell count	1357	1127	x	1521	1107	1419	1540	1335
NOD1 NF-kB reporter	-13%	-16%	-48%	-71%	10%	-9%	-26%	-9%
HEK293 NOD2/NF-kB	5%	-9%	-9%	-44%	7%	5%	-11%	7%
Autophagy mod	i	i	i	i	i	x	i	i
Autophagy mod cell loss 18 h	-4	2	-6	63	-4	x	-6	3
MT stabilize HCS	2.8	4.2	2.3	2.0	2.5	x	1.2	3.2
MT stabilize HCS Hoechst-high %	1.9	1.2	1.1	1.4	1.5	x	1.4	1.1
MT stabilize HCS cytotoxicity %	6.3	9.9	5.4	6.3	6.5	x	1.9	3.7
bCat nuc transl	0.9	0.0	-0.7	-0.3	0.1	-3.1	0.5	0.0
bCat nuc transl cell count 5 µM	1197	1099	1093	751	968	1173	1118	1001
Dynein transport	0.54	0.036	-0.84	-0.07	-1.1	-0.55	-0.28	-0.4
Dynein transport cytoplasmic EGFP	-0.28	-0.17	-0.2	-0.21	-0.21	-0.27	-0.18	-0.23
Dynein transport nuclear GR-EGFP	0.84	0.87	-0.58	0.16	-0.3	-0.31	0.16	0.12
Dynein transport cell count	-0.3	-1.4	-0.24	0.059	0.3	0.75	-0.75	-0.099
M17LAP inhibition	7%	0%	-2%	17%	-1%	8%	10%	-5%
